# Screening data as filed in PubChem.
# mIDH1 inhibitor = qHTS for Inhibitors of mutant isocitrate dehydrogenase 1 (IDH1): qHTS; IDH1-R132H enzyme, NADPH consumption, diaphorase/resazurin fluorescence; Potency, µM (highest dose often 76.6 µM), inactives show at the highest dose activity change, negative = inhibition, hits mostly inhibitors; hit rate 0.093% among 390,000; Isocitrate dehydrogenase [NADP] cytoplasmic (Homo sapiens), O75874; AID 602179, 2012; further: potency means the concentration at half of the fitted maximal effect; on the % scale 0 is the no-effect control and ±100 the full control effect; nearly all actives have a fitted effect of over 65% in size
# Target sequence (O75874 whole entry R132H, stated change not applied): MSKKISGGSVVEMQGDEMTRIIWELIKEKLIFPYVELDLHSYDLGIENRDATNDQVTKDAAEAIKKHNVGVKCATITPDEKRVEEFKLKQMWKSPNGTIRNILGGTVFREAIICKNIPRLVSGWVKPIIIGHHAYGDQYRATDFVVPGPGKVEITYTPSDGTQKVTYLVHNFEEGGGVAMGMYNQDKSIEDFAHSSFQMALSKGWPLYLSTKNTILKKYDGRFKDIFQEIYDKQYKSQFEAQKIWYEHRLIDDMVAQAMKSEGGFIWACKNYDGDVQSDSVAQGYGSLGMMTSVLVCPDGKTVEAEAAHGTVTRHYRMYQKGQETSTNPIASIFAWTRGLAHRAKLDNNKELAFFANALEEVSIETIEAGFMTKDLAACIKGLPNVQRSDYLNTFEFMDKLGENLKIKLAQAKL
#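 IDH1-R132H (0.5 ug/mL dispensed) in pH 7.5 Tris buffer was preincubated 30 min with compound, then given a substrate mix of 0.016 mM NADPH and 2 mM alpha-KG for 80 min at room temperature; remaining NADPH was read by diaphorase/resazurin fluorescence.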
# TrxR1 substrate = qHTS Assay for Substrates of Mammalian Selenoprotein Thioredoxin Reductase 1 (TrxR1): qHTS. Thioredoxin reductase 1, cytoplasmic (Rattus norvegicus), O89049. purified TrxR1 substrate turnover, NADPH consumption readout. Potency, µM (doses to about 114 µM), for inactives: top-dose activity change, negative = substrate turnover. hit rate 0.01% among 390,000. AID 588456, 2011; further: potency means the concentration at half of the fitted maximal effect; on the % scale 0 is the no-effect control and ±100 the full control effect; nearly all actives have a fitted effect of over 50% in size
#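 Rat TrxR1, dispensed at 90 nM, was prereduced with 400 uM NADPH (final) for 5 min at ~22 deg C, then incubated with compound 15 min before 400 uM selenite. A first-read NADPH fluorescence drop versus no-compound background flagged substrates.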
# Tb PGK inh = qHTS Assay to Find Inhibitors of Phosphoglycerate Kinase; Phosphoglycerate kinase, glycosomal (Trypanosoma brucei brucei), P07378; PGK/GAPDH coupled, Kinase-Glo luminescence, 60 min; Potency, µM (series often up to 57.5 µM), inactives show at the top dose activity change, negative = inhibition, most hits filed as inhibitors; hit rate 0.043% among 380,000; further: potency means the concentration at half of the fitted maximal effect; on the % scale 0 is the no-effect control and ±100 the full control effect; nearly all actives have a fitted effect of over 60% in size
#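 Recombinant glycosomal PGK reaction used 1,3-bisphosphoglycerate generated in-well by GAPDH (100nM final) in 100mM TEA pH 7.6, 5mM MgCl2, 0.01% Tween-20. After 60 minutes at room temperature, ATP was read by Kinase-Glo Plus luminescence end-point.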
# USP1-UAF1 inh = Inhibitors of USP1/UAF1: Primary Screen. Ubiquitin carboxyl-terminal hydrolase 1 (Homo sapiens), O94782. recombinant USP1/UAF1, Ub-Rhodamine cleavage fluorescence. Potency, µM (titrated, usually from 57.1 µM), for the others: at the highest dose activity change, negative = inhibition, most hits filed as inhibitors. hit rate 0.23% among 390,000; further: potency means the concentration at half of the fitted maximal effect; on the % scale 0 is the no-effect control and ±100 the full control effect; nearly all actives have a fitted effect of over 60% in size; inactives centre near -12
#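 1 nM enzyme complex + cpd, 15 min RT; start with Ub-Rho 150nM final; kinetic fluorescence ex 480/em 540, 6 reads q60 s. Buffer 50mM HEPES pH 7.8, 0.5mM EDTA, 0.1 mg/ml BSA, 1mM TCEP, 0.01% Tween-20.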
# PI4K2A inh = qHTS for small molecular inhibitors of PI4K2A | AID 1346378, 2018 | activity change, negative = inhibition, % at 76.9 µM | hit rate 0.13% among 420,000 | Phosphatidylinositol 4-kinase type 2-alpha (Homo sapiens), Q9BTU6 | purified PI4K2A, ADP-Glo luminescence, 1 h; active compounds read low; in the data active means activity change below about -50%; inconclusive means mostly about -30% to -49%;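 further: -100% = wells without enzyme as full effect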
#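 ADP-Glo luminescence measured ADP generated by PI4K2A enzyme (4 ug/mL before mixing) with 1.2 mM PI substrate (pre-mix) and 300 microM ATP (pre-mix). Tris pH7.5 buffer with MgCl2, Triton X-100; 1 h reaction at ambient temperature.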
# HP1b chromo inh = HTS for Inhibitors of HP1-beta Chromodomain Interactions with Methylated Histone Tails; AlphaScreen HP1-beta / biotin-H3K9me3 peptide binding; Potency, µM (titrated, usually from 114 µM), for the others: at the highest dose activity change, negative = inhibition, actives largely listed as inhibitors; AID 540317, 2011; hit rate 0.56% among 390,000; further: potency means the concentration at half of the fitted maximal effect; nearly all actives have a fitted effect of over 70% in size; inactives centre near 23
# Target sequence (P83916 whole entry, looked up): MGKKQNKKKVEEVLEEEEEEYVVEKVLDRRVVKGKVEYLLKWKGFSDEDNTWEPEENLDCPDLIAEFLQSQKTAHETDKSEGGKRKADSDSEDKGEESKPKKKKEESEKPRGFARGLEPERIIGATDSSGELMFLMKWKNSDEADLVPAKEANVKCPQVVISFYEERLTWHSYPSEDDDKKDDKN
#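 Compound inhibition of the preformed complex between 50 nM HP1-beta and 50 nM biotinylated H3K9me3 peptide was read by AlphaScreen. Buffer was PBS pH 7.4 with 0.01% Tween-20. Incubations ran 30 min at room temperature, with 10 ug/mL donor/acceptor beads.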
# Pin1 inhibitor = qHTS Assay to Find Inhibitors of Pin1; Peptidyl-prolyl cis-trans isomerase NIMA-interacting 1 (Homo sapiens), Q13526; Pin1 FP peptide displacement, HiFluor488, 10 min; Potency, µM (highest dose often 115 µM), inactives show at the highest dose activity, negative = inhibition, usual class: inhibitors; hit rate 0.009% among 390,000; active means well fitted inhibition curve with a large enough effect in the polarisation, with a control signal flat, not every such curve was filed as active; inconclusive means small, poorly fitted or top-dose-only effect, or effect the other way, or a change in a side signal; inactive means no such curve, though single readings can be large or run the other way; the % refers to the polarisation; further: potency means the concentration at half of the fitted maximal effect; on the % scale 0 is the no-effect control and ±100 the full control effect
# Target sequence (Q13526 whole entry, looked up): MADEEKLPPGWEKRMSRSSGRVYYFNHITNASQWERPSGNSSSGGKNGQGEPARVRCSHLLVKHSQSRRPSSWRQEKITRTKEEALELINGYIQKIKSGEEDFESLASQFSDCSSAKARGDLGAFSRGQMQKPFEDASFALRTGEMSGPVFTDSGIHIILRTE
# rTrxR1 inhibitor = qHTS Assay for Inhibitors of Mammalian Selenoprotein Thioredoxin Reductase 1 (TrxR1): qHTS; recombinant rTrxR1, NADPH fluorescence consumption, selenite substrate; Potency, µM (highest dose often 114 µM), for inactives: at the top dose activity change, negative = inhibition, hits mostly inhibitors; hit rate 1% among 390,000; AID 588453, 2011; further: potency means the concentration at half of the fitted maximal effect; on the % scale 0 is the no-effect control and ±100 the full control effect; nearly all actives have a fitted effect of over 65% in size
#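 Rat TrxR1 (90 nM in the dispensed reagent) was pre-reduced with 400 uM NADPH for 5 min at room temperature, then incubated with compound for 15 min. After 400 uM selenite was added, NADPH fluorescence (Ex 340/Em 450 nm) was followed for 8 min.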
# GLS inh = qHTS for Inhibitors of Glutaminase (GLS) | GLS enzymatic activity, qHTS titration | Potency, µM (series often up to 45.5 µM), for inactives: at the highest dose activity change, negative = inhibition, usual class: inhibitors | hit rate 0.21% among 410,000; further: potency means the concentration at half of the fitted maximal effect; on the % scale 0 is the no-effect control and ±100 the full control effect
#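 Two-point fluorescence kinetic (t0, 30 min RT) for hKGA; glutamate detected via glutamate oxidase–HRP–Amplex Red. Substrate: 1 mM L-glutamine solution; buffer 45 mM KH2PO4, pH 8.2.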
# Active calls of the source: *; i = inactive; ? = inconclusive; . = no result given; [ ] = another dose, or the depositor's remark. Unless noted, the call rests on the fitted dose curve; in most records, active means well fitted curve in the direction sought with a large enough effect; inconclusive means small, poorly fitted or top-dose-only effect, or another doubt; inactive means no such curve, though single readings can be large; an effect the other way counts as inactive or inconclusive. The list is partial (hit frequency here may not be typical).
SMILES,mIDH1 inhibitor,TrxR1 substrate,Tb PGK inh,USP1-UAF1 inh,PI4K2A inh,HP1b chromo inh,Pin1 inhibitor,rTrxR1 inhibitor,GLS inh
CN(Cc1nccs1)C(=O)CC1C(=O)NCCN1Cc1ccc(-c2ccccc2)cc1 (stereo unspecified),1%,0%,-9%,-24%,5,-1%,-3%,?,-3%
O=C(COc1ccccc1F)NNC(=O)c1cccc(-n2cccc2)c1,3%,5%,0%,-15%,-3,34%[activator],2%,17%,28%
Cc1ccccc1C(=O)N1CCC(C(=O)N2CCCc3ccccc32)CC1,8%,6%,3%,-15%,3,36%,-4%,4%,8%
CSc1nccc(N2CCN(c3ccc(F)cc3)CC2)n1,0%,-1%,-5%,-12%,-1,44%[activator],-1%,-6%,0%
O=[N+]([O-])c1ccc(C2CCCC/C2=N\OCc2cccc(F)c2)c([N+](=O)[O-])c1 (stereo unspecified),6%,-4%,-5%,-15%,0,-28%,2%,6%,0%
CC[C@]12c3[nH]c4cc(CCC(=O)N(C)C)ccc4c3CCN1C(=O)[C@@H](CC(=O)NC(C)(C)C)C[C@@H]2C(=O)N1CCN(C(=O)c2ccco2)CC1,3%[38.3 µM],0%,-8%,-30%,2,35%,-1%,1%,-5%
Cc1ccnc(NC(=O)CCC(=O)N(CC(=O)NCc2ccccc2)Cc2ccc(F)cc2)c1,-5%,-1%,-5%,7%,4,13%,-4%,17%,-2%
Cc1ccc(C(=O)CC2(O)C(=O)N(Cc3ccccc3Cl)c3ccccc32)o1 (stereo unspecified),1%,11%[57.1 µM],8%,0%,-2,21%,-9%,2%[57.1 µM],8%
CS(=O)(=O)N(CC(=O)Nc1cccc([N+](=O)[O-])c1)c1ccccc1,-6%,-6%,7%,3%,1,28%,4%,-7%,12%
CCOc1ccccc1-c1nc(-c2ccc(NC(=O)Cc3ccccc3OC)cc2)no1,1%,12%,5%,-7%,0,2%,8%,28%,2%
N#CC/C(N)=N/NC(=O)CCCNc1ncc(C(F)(F)F)cc1Cl,6%,-17%[11.4 µM],i,?,3,-20%,1%,30%[11.4 µM],-11%
Nc1c(-c2ccc(Cl)cc2)cnn1-c1cccc(C(F)(F)F)c1,-1%,-11%,-2%,-6%,-4,31%[activator],-1%,12%[57.1 µM],9%
CCC1CCCCN1Cc1ccc(OC)c(C)c1C (stereo unspecified),5%,7%[57.1 µM],-2%,-14%,4,28%,-2%,-1%[57.1 µM],2%
Cc1cccc2c1-c1sc(C(=O)Nc3nccs3)cc1CO2,-10%,22%,-2%,-6%,-5,74%[activator],15%,-5%,-4%
Cc1cc(C(=O)N/N=C2\CCCC(C)C2)n[nH]1 (stereo unspecified),1%,-3%,5%,?,-4,60%[activator],0%,12%,18%
CC(=O)Nc1ccc(SCc2csc(C)n2)cc1,-1%,-3%,5%,-3%,-1,15%,1%,17%,5%
Cc1cc(C)cc(OCC(=O)N(Cc2ccc(Cl)cc2)CC2CCCO2)c1 (stereo unspecified),-1%,-10%,8%,-7%,2,96%[activator],?,7%,-3%
Cc1ccc(C(=O)NC2CCN(C(=O)Nc3ccc(F)cc3)CC2)cc1,0%,3%,-6%,-20%,0,19%,-1%,24%,-13%
CCOC(=O)CN(Cc1sccc1C)C(=O)Nc1ccc(OC)cc1OC,2%,-17%,-8%,-1%,2,27%,-8%,-18%,10%
CCOC(=O)c1ccccc1NC(=O)COC(=O)CN1C(=O)NC2(CCCC2)C1=O,4%,7%[57.1 µM],4%,-19%,-2,38%,0%,7%[57.1 µM],-8%
CC(=O)c1ccccc1OCc1ccc(S(=O)(=O)Cc2ccccc2)cc1,0%,0%,-5%,-23%,-3,45%[activator],0%,24%[11.4 µM],-1%
CCOC(=O)C1=C(N)Oc2cc(O)ccc2C1c1ccc(Br)cc1 (stereo unspecified),4%,-8%,-7%,-14%,0,19%,0%,24%,3%
CCC(C)NC(=O)CSc1nnc(-c2cc(OC)c(OC)c(OC)c2)c(-c2cc(OC)c(OC)c(OC)c2)n1 (stereo unspecified),0%,-6%,i,-29%,-5,38%,-4%,-3%,-5%
CCOC(=O)CC1(NC(=O)C2CCC(=O)N(C3CC3)C2)CCCCC1 (stereo unspecified),9%,-1%,-3%,-5%,5,18%,0%,14%,-11%
Cc1ccc([N+](=O)[O-])cc1NC(=O)c1ccc(C(C)(C)C)cc1,7%,-6%,-11%,0%,2,3%,-9%,5%,-1%

# Later entries:
SMILES,mIDH1 inhibitor,TrxR1 substrate,Tb PGK inh,USP1-UAF1 inh,PI4K2A inh,HP1b chromo inh,Pin1 inhibitor,rTrxR1 inhibitor,GLS inh
Cn1nnnc1SCCCNCc1ccccc1OCc1ccccc1Cl,-3%,17%[0.457 µM],i,-18%,2,26%,4%,11%,-5%
CCOC(=O)c1c(NC(=O)CSc2cn(CCNC(=O)c3ccc(OC)c(OC)c3)c3ccccc23)sc2c1CCC2,2%,-3%,-8%,?,-3,7%,?,8%,2%
COc1ccccc1NC(=O)c1sc2nc(C)cc(C)c2c1N,5%,90%[activator][57.1 µM],3%,-9%,2,35%,-2%,57%[activator][57.1 µM],-12%
CN(C)CCNc1ncnc2c1sc1nc(N3CCOCC3)c3c(c12)CC(C)(C)SC3,4%,-2%,i,-11%,-6,?,3%,2%,-4%
CC1CC(C)CN(CCCCOc2ccc([N+](=O)[O-])cc2)C1 (stereo unspecified),1%,-10%,3%,-13%,11,?,-1%,-6%,3%
O=C(O)c1ccccc1NS(=O)(=O)c1ccc(NN=Cc2ccc(F)cc2)c([N+](=O)[O-])c1,?,-7%,-30%,-12%,-11,?,.,-7%,-13%
CCOc1ccc(NC(=O)Cc2nnc(SCC(=O)N3CCOCC3)n2C)cc1,5%,-7%,-7%,0%,-1,7%,6%,1%,4%
COc1ccc(O)c(C=Nc2cc(C)on2)c1,6%,-5%,i,-4%,-1,51%[activator],5%,-4%,39%[activator]
O=C(N/N=C/c1ccc(N2CCOCC2)cc1)c1cccs1,0%,-6%[57.1 µM],-5%,-6%,-14,3%,68%[activator],-8%[57.1 µM],18%
O=C(O)Cc1ccc(OCc2ccc(Cl)nc2)cc1,-7%,2%[57.1 µM],7%,-11%,-3,26%,-6%,9%[57.1 µM],9%
O=C(NS(=O)(=O)Oc1ccccc1F)OC[C@@H]1CCCN2CCCCC12 (stereo partly specified),0%,7%,-4%,-13%,1,7%,-5%,39%[activator],-18%
O=C(CSc1nccn(-c2ccc(F)c(Cl)c2)c1=O)NC1CCCC1,6%,8%,0%,-5%,3,-3%,2%,4%,8%
CSc1ccc(CCNS(=O)(=O)c2cc(-c3cc(C)no3)ccc2C)cc1,4%,6%[57.1 µM],-5%,?,4,34%,3%,26%[57.1 µM],-1%
CCC(=O)N(CCC(Cc1ccccc1)c1ccco1)Cc1ccco1 (stereo unspecified),1%,7%[57.1 µM],-3%,-14%,-2,2%,1%,19%[57.1 µM],-3%
COc1ccccc1C(=O)NC(=S)Nc1ccc(Cc2ccncc2)cc1,-4%,0%,-4%,?,-2,14%,23%,3%,-6%
CS(=O)(=O)c1cccc(-c2nnc(NC(=O)CCS(=O)(=O)c3ccccc3)o2)c1,-2%,0%[57.1 µM],4%,-18%,-1,-1%,-3%,-2%[57.1 µM],-12%
Cc1ccccc1CNC(=O)CN(c1cccc(C)c1C)S(C)(=O)=O,17%,9%[57.1 µM],-2%,-5%,0,75%[activator],2%,15%[57.1 µM],-12%
Cc1csc(NC(=O)c2ccc(S(=O)(=O)N(C)c3ccccc3)cc2)n1,3%,1%[57.1 µM],3%,6%,6,12%,5%,6%,4%
Cc1ccc(S(=O)(=O)c2c(N)n(CC3CCOC3)c3nc4ccccc4nc23)cc1 (stereo unspecified),-1%,290%[activator],.,-26%,5,62%[activator],0%,-3%,2%
CCn1c(SCC(=O)N(Cc2ccccc2)C2CCS(=O)(=O)C2)nc2ccccc2c1=O (stereo unspecified),-2%,0%,-10%,-6%,-3,24%,2%,-7%,6%
O=C(Oc1ccc(-c2nccc(-c3ccccn3)n2)cc1)c1cccc(C(F)(F)F)c1,6%,0%[57.1 µM],0%,-18%,2,33%,-7%,18%[57.1 µM],-11%
CCCOc1ccc(C2C(=O)N(C3CCCCC3)CC(=O)N2C2CCCCC2)cc1OC (stereo unspecified),-21%,6%[57.1 µM],-7%,13%,0,13%,0%,34%[activator][57.1 µM],-10%
